Bioassay records from PubChem.
GALK inh: galactokinase (human) inhibition. 270,000 compounds, 0.007% hits. P51570. Purified GALK, Kinase-Glo residual ATP luminescence. Potency, µM (highest dose often 57.5 µM), for inactives: at the highest dose activity change, negative = inhibition, most hits filed as inhibitors; note: potency is the fitted concentration of half-maximal effect; % is set by controls: 0 for no effect and ±100 for the full control effect
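ATP-depletion format; final 35 uM ATP, 100 uM D-galactose, 5 nM enzyme; pH 8.0 HEPES/Mg2+ buffer; 60 min RT; luminescence read 10 min after detection reagent.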
FBPA coupling cs: inhibits coupling enzyme system, counter-screen for aldolase hits | coupling enzyme system counterscreen, AmpLite Red fluorescence | activity change, negative = inhibition, % at 58.2 µM, hits read low | 290,000 compounds, 0.67% hits | AID 2472; in the data active = activity change below about -30%; note: % is set by controls: 0 for no effect and ±100 for the full control effect
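Counterscreen lacking aldolase: glyceraldehyde-3-phosphate coupling-enzyme reagent preincubated 10 min at RT with compound (at 57.5 uM final), then substrate/coupling system with AmpLite Red added; fluorescence read at 525/598 nm after 20 min RT.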
ASM inhibitor: inhibitors of human secretory acid sphingomyelinase; P17405; placental ASM, HMU-PC fluorogenic substrate, 60 min; Potency, µM (series often up to 57.5 µM), for inactives: top-dose activity change, negative = inhibition, hits mostly inhibitors; 340,000 compounds, 0.006% hits; AID 504937; note: potency is the fitted concentration of half-maximal effect
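Fluorogenic HMU-PC substrate (9 uM final) is turned over by placental ASM in 60 min at 37 C after a 10 min compound preincubation. Reaction ended by alkaline stop (pH 10), with fluorescence read at 386/447 nm.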
a7 integrin act: activators of alpha7 integrin expression for muscular dystrophy. Potency, µM (titrated, usually from 38.3 µM), inactives show at the highest dose activation, actives largely listed as activators. 350,000 compounds, 0.064% hits. AID 624291. alpha7betagal myoblasts, beta-gal FDG fluorescence, 48 h;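 note: potency is the fitted concentration of half-maximal effect; 100% = response of the positive control SU9516; nearly all actives have a fitted effect of over 60% in size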
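Alpha7betagal+/- myoblasts (passage 13) were plated 16-24 hr, then exposed to compounds (1:260 dilution of DMSO stock) for 48 hours at 37C. After MPER lysis, β-galactosidase reporter activity was read as FDG fluorescence (ex 480/em 540) after 30 minutes.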
BCR signal inh: blocks chronic active B-cell receptor signaling | ABC-DLBCL IkBa-CBG/CBR reporter, luminescence ratio, 4 h | Potency, µM (doses to about 46.1 µM), without a hit: at the top dose ratio change, negative = lower green/red ratio, hits mostly inhibitors | 340,000 compounds, 0.05% hits | AID 493014; active = well fitted inhibition curve with a large enough effect in the signal ratio, with a control signal flat, not every such curve was filed as active; inconclusive = small, poorly fitted or top-dose-only effect, or effect the other way, or a change in a side signal; the % refers to the signal ratio;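 note: potency is the fitted concentration of half-maximal effect; plate controls were basal doxycycline-induced cells for no effect and cells given 10 µM MG132 for full effect; MG132 reads +100%, hits lower the ratio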
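Cell line TMD8 (human ABC DLBCL), stably expressing tet-inducible CBG68-IkBa fusion and CBR; IMDM/0.5% FBS; cpd up to 46 uM; dox induction, 4 h, 37C/5% CO2; dual luminescence; green/red ratio; MG132 control.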
B2AR arrestin: recruits beta-arrestin to the human beta2-adrenergic receptor; P07550; beta-arrestin recruitment to beta2AR, cell-based reporter; Potency, µM (highest dose often 46.1 µM), for inactives: top-dose activation, actives largely listed as activators; 330,000 compounds, 0.02% hits; AID 492947;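 note: potency is the fitted concentration of half-maximal effect; 0% = DMSO controls and full agonism = EC100 isoproterenol or metaproterenol; nearly all actives have a fitted effect of over 65% in size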
Menin MLL FP TR: displaces Texas Red mutant MLL peptide from human menin; Menin + Texas Red MLL mutant peptide, fluorescence polarization; AID 1768; 270,000 compounds, 0.23% hits; Potency, µM (series often up to 61.6 µM), for inactives: at the top dose FP activity change, negative = inhibition, usual class: inhibitors; active = well fitted inhibition curve with a large enough effect in the polarisation, with a control signal flat, not every such curve was filed as active; inconclusive = small, poorly fitted or top-dose-only effect, or effect the other way, or a change in a side signal; inactive = no such curve, though single readings can be large or run the other way; the % refers to the polarisation; note: potency is the fitted concentration of half-maximal effect; % of control where 0% means no effect; many of its hits are not listed in these tables
PTAP TSG101 blk: blocks PTAP/TSG101 interaction to inhibit HIV-1 budding; Q99816; Fluorescence polarization, FITC-PTAP peptide / Tsg101 binding; Potency, µM (series often up to 115 µM), for the others: top-dose activity change, negative = inhibition, hits mostly inhibitors; 340,000 tested, under 10 active; AID 493005; active = well fitted inhibition curve with a large enough effect in the main read-out, with a control signal flat, not every such curve was filed as active; inconclusive = small, poorly fitted or top-dose-only effect, or effect the other way, or a change in a side signal; inactive = no such curve, though single readings can be large or run the other way; note: potency is the fitted concentration of half-maximal effect; % of control where 0% means no effect
Target sequence (Q99816 whole entry, looked up): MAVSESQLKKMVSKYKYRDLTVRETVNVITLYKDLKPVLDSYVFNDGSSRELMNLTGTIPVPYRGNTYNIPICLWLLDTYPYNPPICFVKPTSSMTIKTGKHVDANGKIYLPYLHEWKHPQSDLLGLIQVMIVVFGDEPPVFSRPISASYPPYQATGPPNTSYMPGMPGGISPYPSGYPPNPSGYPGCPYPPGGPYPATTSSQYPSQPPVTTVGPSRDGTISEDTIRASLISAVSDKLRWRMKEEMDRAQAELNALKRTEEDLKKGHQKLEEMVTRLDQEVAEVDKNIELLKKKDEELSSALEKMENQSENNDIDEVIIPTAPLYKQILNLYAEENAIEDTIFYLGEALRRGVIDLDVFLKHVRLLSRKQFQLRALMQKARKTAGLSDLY
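FP read-out: FITC-PTAP peptide, 50 nM final, binding Tsg101 binding domain, 10 uM final; 20 min, r.t.; 10 mM HEPES pH 7.5, 0.15 M NaCl, 0.01% Tween 20, 3 mM EDTA, 0.1 mM TCEP.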
Tb PFK inh: blocks T. brucei phosphofructokinase. O15648. Potency, µM (doses to about 57.5 µM), without a hit: at the highest dose activity, negative = inhibition, actives largely listed as inhibitors. T. brucei PFK, ADP-Glo luminescence. 330,000 compounds, 0.17% hits. AID 485367;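 note: potency is the fitted concentration of half-maximal effect; 0% = uninhibited 1x PFK enzyme wells and -100% = no-enzyme wells; nearly all actives have a fitted effect of over 60% in size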
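Luminescent ADP detection (ADP-Glo, two-step: ATP depletion then ADP-to-ATP conversion for luciferase) reported PFK activity after 45 min room-temperature reaction of 1.25 nM enzyme with 0.5 mM F6P and 0.1 mM ATP at pH 8.0.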
Giardia kill: kills Giardia lamblia | activity change, % at 7.66 µM, hits read low | Giardia lamblia trophozoite viability | 340,000 compounds, 0.15% hits | AID 540267; in the data active = activity change below about -80%; inconclusive = between about -30% and that limit;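 note: parasites exposed to compound for two days anaerobically before the ATP read; % is set by controls: 0 for no effect and ±100 for the full control effect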
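Compounds were tested on trophozoites seeded at 100 cells/well and held 48 hrs at 37 deg C anaerobically. An ATP-based luminescent kit measured the remaining live cells.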
PKM2 act: activators of human pyruvate kinase M2; Potency, µM (series often up to 57.5 µM), inactives show at the top dose activation, actives largely listed as activators; 260,000 compounds, 0.34% hits; AID 1631; purified PKM2, Kinase-Glo ATP luminescence, activation; response scale: 0% is enzyme alone, no compound; note: potency is the fitted concentration of half-maximal effect; % is set by controls: 0 for no effect and ±100 for the full control effect; nearly all actives have a fitted effect of over 55% in size
Target sequence (P14618 whole entry, looked up): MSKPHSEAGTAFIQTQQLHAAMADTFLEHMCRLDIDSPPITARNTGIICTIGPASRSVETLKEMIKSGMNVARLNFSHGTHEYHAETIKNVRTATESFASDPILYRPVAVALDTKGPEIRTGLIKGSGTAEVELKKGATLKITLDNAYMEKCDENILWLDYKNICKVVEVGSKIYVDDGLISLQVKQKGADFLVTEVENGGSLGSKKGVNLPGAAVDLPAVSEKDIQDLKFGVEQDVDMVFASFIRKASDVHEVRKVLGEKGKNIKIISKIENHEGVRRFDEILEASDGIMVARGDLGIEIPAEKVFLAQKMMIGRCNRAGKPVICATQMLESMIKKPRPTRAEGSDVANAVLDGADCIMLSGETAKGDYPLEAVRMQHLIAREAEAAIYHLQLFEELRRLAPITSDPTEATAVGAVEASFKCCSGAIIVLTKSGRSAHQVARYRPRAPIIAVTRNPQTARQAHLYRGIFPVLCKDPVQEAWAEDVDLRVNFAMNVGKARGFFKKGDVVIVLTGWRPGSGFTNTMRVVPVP
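Kinase-Glo luminescence reports ATP generated from ADP (0.1 mM) and PEP (0.5 mM) by purified hPK-M2 after 1 h at room temperature, pH 7.2 imidazole buffer; intermediate enzyme activity allows detecting inhibitors and activators.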
An asterisk follows results filed as active; ? = inconclusive; . = no result given; & = joins results of further samples; [ ] = another dose, or the depositor's remark. Unless noted, calls come from the whole dose curve; as a rule, active = well fitted curve in the direction sought with a large enough effect; inconclusive = small, poorly fitted or top-dose-only effect, or another doubt; inactive = no such curve, though single readings can be large; an effect the other way counts as inactive or inconclusive. The list is partial. The share of hits here may be higher or lower than overall.

SMILES,GALK inh,FBPA coupling cs,ASM inhibitor,a7 integrin act,BCR signal inh,B2AR arrestin,Menin MLL FP TR,PTAP TSG101 blk,Tb PFK inh,Giardia kill,PKM2 act
Cc1nc(C(=O)NC2CCOCC2)sc1C1(C)CC(c2ccccc2)=NO1 (centres undefined),0%,-2,5%,0%,-1%,-0.1%,.,-3%,-14%,0,0%
O=C(C1=C[C@@H](c2ccc3c(c2)OCO3)C[C@@H](OCCCCO)O1)N1CCOCC1,1%,-11,-2%,27%,4%,-0.5%,-12%,-2%,-1%,27,25%
Nc1nnc(SCc2ccc(F)cc2Cl)s1,0%,-7,4%,-11%,0%,-0.2%,5%,-11%,-7%,1,-11%
CCOC(=O)C(CC(=O)c1ccccc1)CC(=O)c1ccccc1,.,2,0%,-25%,5%,-0.3%,?,-5%,-5%,7,.
NC(=O)c1ccsc1NC(=O)CS(=O)(=O)c1ccccc1,.,.,.,0%,1%,0.1%,.,-5%,1%,-24,.
CC(=O)C1=C(C)Nc2ncnn2C1c1cccc(O)c1 (centres undefined),0%,2,10%,-19%,4%,-0.7%,?,-2%,0%,-6,.
CCc1ccc(C(=O)Cn2ccsc2=N)cc1,-4%,-3,1%,-26%,?,-0.6%,20%,-11%,2%,?,.
CCC(C)NC(=O)c1cc2c(=O)n(CC)c3ccccc3c2s1 (centres undefined),2%,2,1%,-20%,-1%,-0.3%,-7%,-4%,0%,20,.
CCCC(c1nnnn1CCOC)N1CCN(C(=O)c2ccco2)CC1 (centres undefined),4%,3,2%,5%,0%,-0.2%,9%,-5%,0%,-7,1%
O=C(O)C(Cc1ccccc1)N1C(=O)/C(=C/c2cccs2)SC1=S (centres undefined),-8%,0,-2%,-6%,-1%,-0.2%,?,-8%,5%,0,2%
CCO[C@@H]1OC(C(=O)Nc2ccccc2)=C[C@H](C2CC2)[C@H]1CCCO,-1%,2,0%,-7%,?,-0.8%,-23%,.,-3%,-6,0%
O=C1c2cccc(OCC(=O)N3CCCc4ccccc43)c2CCN1Cc1ccccc1,-8%,1,2%,-10%,?,-0.3%,2%,-5%,0%,-1,?
O=C(Nc1cccc(Cl)c1)c1cnccn1,2%,1,0%,-10%,1%,-0.2%,6%,0%,-4%,-10,-2%
O=C(COC(=O)CCSc1ccccc1Cl)NCc1ccco1,3%,2,9%,-6%,7%,-0.3%,-2%,-5%,-4%,-8,2%
COc1ccc(C2C=C(C34CC5CC(CC(C5)C3)C4)NC(=S)N2)cc1OC (centres undefined),-1%,-1,0%,-24%,-3%,-0.1%,-19%,-2%,0%,-1,-2%
CC(=O)c1sc(NC(=O)C2CCN(C(=O)c3ccccc3C)CC2)nc1-c1ccccc1,.,.,.,-2%,?,0.0%,.,0%,3%,12,.
COc1cc(/C=N/NC(=O)c2cnccn2)cc(OC)c1OC,2%,0,0%,-17%,-10%,-0.2%,-5%,-3%,-1%,8,4%
CCOC(=O)c1cccc(NC(=O)CSc2nncn2-c2ccccn2)c1,19%,0,1%,-55%[inhibitor],-3%,-0.2%,-6%,-1%,-5%,-10,-1%
O=c1c2cc3ccccc3n2cnn1Cc1ccccc1F,2%,-4,-9%,-17%,?,0.0%,6%,-1%,2%,5,7%
CC(=O)CCCCn1cnc2c1c(=O)n(C)c(=O)n2C,1%,4,.,.,0%,-0.3%,-3%,.,-1%,.,-2%
COCCC(=O)N1CCC(Oc2ccc(C(=O)N3CCCCC3COC)cc2)CC1 (centres undefined),5%,.,-1%,?,2%,-0.9%,.,-2%,-2%,17,.
CCOc1ccc(CN2CCNC(=O)C2CC(=O)NC2CCCCCC2)cc1 (centres undefined),-6%,1,1%,7%,8%,1.0%,-14%,-2%,22%,-6,2%
CCOc1ccc(NC(=O)CC2C(=O)N(c3ccccc3)C(=O)N2Cc2ccco2)cc1 (centres undefined),6%,1,2%,13%,0%,-0.1%,-10%,0%,2%,14,0%
COc1ccc2c(c1)CC/C(=C\C=C\c1ccccc1)C2=O,0%,-17,21%,-19%,-23%,3.7%,10%,-2%,-4%,2,5%
COc1ccc(/C=C2\CCC(C3CCCC3)C2=O)cc1 (centres undefined),4%,0,-5%,2%,9%,-0.1%,-17%,2%,1%,-5,.
COc1ccc2nc(Nc3nc(CSc4nnc(C)s4)cc(=O)[nH]3)nc(C)c2c1,.,5,.,.,-2%,-0.3%,-2%,.,-22%,.,-1%
COc1cc(/C=N/NC(=O)c2ccccc2)ccc1OS(=O)(=O)c1ccccc1,.,-1,-7%,0%,?,-0.7%,-2%,-1%,-2%,8,-2%
Cc1ccc(S(=O)(=O)Nc2c(C)cc(C)nc2Cl)cc1,2%,-3,4%,?,?,-1.6%,-11%,-2%,-15%,5,.
Cc1cc(C)c(NC(=O)CN2CCN(C)CC2)c(C)c1,2%,-1,0%,15%,24%,0.1%,7%,-1%,2%,8,18%
CCc1ccccc1NC(=O)Cn1nnc(C(=O)NCc2cccs2)c1N,9%,3,1%,-3%,0%,0.1%,27%,1%,7%,-6,1%
Cc1cc(C)n2ncc(C(=O)NCc3ccc(Cl)cc3)c2n1,-2%,-12,-2%,-5%,?,0.0%,-13%,-3%,2%,-12,3%
CCOC(=O)c1ccc(NC(=O)CCS(=O)(=O)c2ccc(Br)s2)cc1,-1%,1,-3%,-8%,21%,-0.1%,.,-7%,5%,-1,5%
Cc1cc(C)c[n+](-c2nc3ccccc3nc2[N-]S(=O)(=O)c2ccc(Cl)cc2)c1,-5%,4,-2%,-5%,?,-0.9%,-16%,-4%,5%,-12,0%
CC(C)(C)SCCNC(=O)/C=C/c1ccc([N+](=O)[O-])cc1,0%,0,7%,-17%,-3%,-1.1%,3%,-4%,3%,0,-6%
COc1cc(C=Nc2cccc([N+](=O)[O-])c2C)ccc1OC(C)=O,0%,3,2%,11%,2%,-1.4%,0%,-1%,-19%,-14,0%
Cc1cc(F)ccc1NCc1cccnc1,-2%,1,0%,-4%,-8%,-0.8%,10%,-5%,-7%,4,-5%
O=C(Cc1ccc([N+](=O)[O-])cc1)N1CCCCCC1,-1%,0,-1%,0%,10%,-0.1%,2%,1%,-16%,-6,-4%
Cn1c(N)c(C(=O)COC(=O)c2ccc(-c3ccccc3)cc2)c(=O)n(C)c1=O,.,.,?,6%,4%,-0.2%,.,1%,-4%,-14,.
Cc1cccc(C)c1NC(=O)CSc1nnc(-c2ccoc2C)n1C,0%,1,-2%,15%,7%,-1.1%,5%,-5%,-5%,-3,1%
CCCCOc1ccc(C(=O)N2CC(C)OC(C)C2)cc1 (centres undefined),-3%,5,-1%,19%,-3%,0.1%,-9%,-1%,1%,5,-3%
Cc1ccc(NC(=O)c2ccc(F)c(S(=O)(=O)N3CCOCC3)c2)cc1F,2%,1,-7%,-27%,9%,-0.2%,?,.,-1%,-1,-2%
COc1ccc(CCN2C(=O)NC(NS(=O)(=O)c3ccc(N)cc3)(C(F)(F)F)C2=O)cc1OC (centres undefined),1%,4,1%,12%,1%,-0.1%,-4%,-2%,0%,17,-2%
Cc1ccc(NC(=O)CN2C(=O)NC3(CCC(C)CC3)C2=O)c(Cl)c1 (centres undefined),3%,0,-2%,-11%,-2%,-0.5%,4%,-5%,2%,-9,-23%
CCc1ccc(C(=O)c2oc3nc(C)cc(C)c3c2N)cc1,-2%,-1,24%,18%,?,0.0%,15%,-6%,12%,0,1%
COCCNC(=O)c1sc2nc(-c3ccccc3)cn2c1C,1%,0,3%,-10%,-5%,-0.4%,.,0%,0%,-3,0%
Cc1cccc(-c2c3c(=O)n(C)c(=O)n(C)c3cn2C(C)C)c1,-1%,-2,2%,1%[7.66 µM],?,-0.1%,-21%,-5%,2%,7,-5%
O=C(c1ccc(-c2ccccc2)cc1)c1ccccc1C(=O)N1CCOCC1,-3%,3,-4%,-9%,?,2.8%,-24%,-7%,-5%,-19,-2%
COC(=O)CCNC(=O)c1ccc2[nH]c(C)c(C)c2c1,-2%,0,-4%,9%,0%,0.2%,-5%,0%,0%,-5,5%
CC1=C[C@@H](C)[C@@H](c2ccccc2)OC1=O,.,3,-2%,11%,.,.,-2%,-9%,.,-11&5,.
